PhoP GFP inhibition = PhoP regulon inhibitors, Salmonella typhi PhoP promoter GFP reporter, confirmatory (AID 1850) | 310,000 compounds, 0.33% hits | Salmonella Typhi PhoP-promoter GFP reporter, fluorescence, 4 h; higher % means a stronger effect | inhibition, % at 50 µM; hits with a dose series show IC50 in µM; in the data active = a potency from the dose series; inconclusive = inhibition mostly from about 25% at the one dose, without a potency; inactive = the rest, 99 in 100 with inhibition below about 19%;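 also: 0% = induced wells with vehicle and 100% = uninduced wells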
M. tuberculosis HTS = M. tuberculosis growth inhibition, HTS (AID 449762). 330,000 compounds, 0.59% hits. M. tuberculosis H37Rv growth inhibition, 7H9 media; higher % means a stronger effect. inhibition, % at 25 µM, or IC50 in µM where a hit was titrated; in the data active = a potency from the dose series; inconclusive = inhibition above about 70% without an active follow-up result;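 also: bacterial growth assessed after seven days of incubation; strong numbers were not always called active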
H1N1 NS1A inhibition = H1N1 influenza NS1A inhibitors, functional cell based assay (AID 504329). NS1A functional cell-based assay, percent inhibition; higher % means a stronger effect. one-dose inhibition, % at 12.5 µM; IC50 in µM for titrated hits. 340,000 compounds, 0.3% hits; in the data active = a potency from the dose series; inconclusive = inhibition above about 27% without an active follow-up result; also: strong numbers were not always called active
inhibitors of VEEV = inhibitors of VEEV TC-83 cytopathic effect, confirmation, Vero cells (AID 588727); inhibition, % at 20 µM; hits with a dose series show IC50 in µM; 350,000 compounds, 0.13% hits; Vero cells, VEEV TC-83 cytopathic effect inhibition; higher % means a stronger effect; in the data active = a potency from the dose series; inconclusive = inhibition mostly from about 14% at the one dose, without a potency; inactive = the rest, 99 in 100 with inhibition below about 12%; also: strong numbers were not always called active
tuberculosis growth = growth inhibition of non-replicating M. tuberculosis (AID 488890); Mycobacterium tuberculosis non-replicating, growth inhibition; higher % means a stronger effect; inhibition, % at 25 µM, or IC50 in µM where a hit was titrated; 320,000 compounds, 0.39% hits; in the data active = a potency from the dose series; inconclusive = inhibition mostly from about 82% at the one dose, without a potency; inactive = the rest, 99 in 100 with inhibition below about 76%;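 also: plate controls were DMSO cells for no effect and high antibiotic wells for full effect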
An asterisk follows results filed as active; i = inactive; ? = inconclusive; · = no result given. Compounds were not picked by outcome; 1.4% or so of the library scored in one or more.

The opening 14 compounds as a preview:
Results follow in this order: M. tuberculosis HTS, inhibitors of VEEV, tuberculosis growth, H1N1 NS1A inhibition, PhoP GFP inhibition
1. C=CCNc1oc(-c2ccc(OCC)cc2)nc1C#N
  0%, 5.7%, 24%, 6%, -12%
2. CCN(CC)c1nc2ccccc2n(Cc2cccc(OC)c2)c1=O
  -1%, 3.0%, 10%, 0%, 9%
3. Cc1nn(-c2ccccc2)c2c1C(c1ccccc1)C(C#N)=C(N)O2 (configuration not stated)
  7%, 0.5%, 6%, -4%, -4%
4. CCc1cc(=O)oc2cc(OCC(=O)NCCCn3ccnc3)c(Cl)cc12
  8%, i, 7%, -8%, 1%
5. CCc1ccc(NC(=O)Nc2ccc3c(c2)N(C)C(=O)CS3)cc1
  -3%, 7.4%, 24%, 1%, 2%
6. CC(=O)Nc1ccc(NS(=O)(=O)c2ccc(-c3csc(C)n3)s2)cc1
  -8%, 2.2%, 1%, ·, -6%
7. COC(=O)C1=CN(c2ccc(F)cc2)C=C(C(=O)OC)C1c1cccc(Br)c1
  1%, 5.9%, -7%, -8%, -3%
8. COc1ccc(/C=C/C(=O)Nc2ccc3nc4n(c(=O)c3c2)CCCC4)cc1OC
  7%, 0.6%, 10%, -11%, 6%
9. CCNc1nc(NCC)nc(N(CC)C(N)=S)n1
  -3%, 0.7%, 39%, -1%, -6%
10. O=S(=O)(/N=C(/c1ccccc1)N1CCOCC1)c1ccc(Br)cc1
  -6%, 2.5%, 10%, -9%, 1%
11. O=C(O)CCC(=O)NCc1ccc(C(=O)O)cc1
  6%, 6.0%, -3%, -10%, -2%
12. CC(C)OCCCNc1nc(-c2ccccc2)nc2ccccc12
  52%, 0.2%, 70%, 0%, 3%
13. COC(=O)c1cc(Br)c(=O)n(CCc2ccc(F)cc2)c1
  -2%, 0.3%, 7%, -5%, 0%
14. COc1ccc(OCCSc2nc(N)cc(=O)[nH]2)cc1
  -3%, i, 11%, 4%, -4%

The whole of this part, from the start:
Results follow in this order: M. tuberculosis HTS, inhibitors of VEEV, tuberculosis growth, H1N1 NS1A inhibition, PhoP GFP inhibition
1. C=CCNc1oc(-c2ccc(OCC)cc2)nc1C#N
  0%, 5.7%, 24%, 6%, -12%
2. CCN(CC)c1nc2ccccc2n(Cc2cccc(OC)c2)c1=O
  -1%, 3.0%, 10%, 0%, 9%
3. Cc1nn(-c2ccccc2)c2c1C(c1ccccc1)C(C#N)=C(N)O2 (configuration not stated)
  7%, 0.5%, 6%, -4%, -4%
4. CCc1cc(=O)oc2cc(OCC(=O)NCCCn3ccnc3)c(Cl)cc12
  8%, i, 7%, -8%, 1%
5. CCc1ccc(NC(=O)Nc2ccc3c(c2)N(C)C(=O)CS3)cc1
  -3%, 7.4%, 24%, 1%, 2%
6. CC(=O)Nc1ccc(NS(=O)(=O)c2ccc(-c3csc(C)n3)s2)cc1
  -8%, 2.2%, 1%, ·, -6%
7. COC(=O)C1=CN(c2ccc(F)cc2)C=C(C(=O)OC)C1c1cccc(Br)c1
  1%, 5.9%, -7%, -8%, -3%
8. COc1ccc(/C=C/C(=O)Nc2ccc3nc4n(c(=O)c3c2)CCCC4)cc1OC
  7%, 0.6%, 10%, -11%, 6%
9. CCNc1nc(NCC)nc(N(CC)C(N)=S)n1
  -3%, 0.7%, 39%, -1%, -6%
10. O=S(=O)(/N=C(/c1ccccc1)N1CCOCC1)c1ccc(Br)cc1
  -6%, 2.5%, 10%, -9%, 1%
11. O=C(O)CCC(=O)NCc1ccc(C(=O)O)cc1
  6%, 6.0%, -3%, -10%, -2%
12. CC(C)OCCCNc1nc(-c2ccccc2)nc2ccccc12
  52%, 0.2%, 70%, 0%, 3%
13. COC(=O)c1cc(Br)c(=O)n(CCc2ccc(F)cc2)c1
  -2%, 0.3%, 7%, -5%, 0%
14. COc1ccc(OCCSc2nc(N)cc(=O)[nH]2)cc1
  -3%, i, 11%, 4%, -4%
15. CCOc1ccc(S(=O)(=O)NNC(=S)Nc2ccc(Br)cc2)cc1
  4%, 1.1%, 17%, -2%, 14%
16. COc1ccc(NC(=O)C2Cc3ccccc3CN2C(=O)c2ccccc2)cn1 (configuration not stated)
  4%, 7.3%, 11%, 7%, -6%
17. CCN(C(=O)COC(=O)c1ccc(F)c(S(=O)(=O)N2CCOCC2)c1)C1CCS(=O)(=O)C1 (configuration not stated)
  -16%, 0.1%, -13%, -6%, -7%
18. O=C1CCC(C(=O)OCc2nnc(-c3ccc(Br)cc3)o2)=NN1
  6%, 2.3%, 25%, -8%, ·
19. CCc1cc(=O)oc2c3c(cc(OCC(=O)NCc4cccnc4)c12)OC(C)(C)CC3
  -4%, 7.1%, 21%, -8%, 5%
20. CSc1nc(Cl)c(Br)c(Nc2c[nH]c(=O)[nH]c2=O)n1
  ·, 0.1%, ·, 0%, ·

(next part)
Results follow in this order: M. tuberculosis HTS, inhibitors of VEEV, tuberculosis growth, H1N1 NS1A inhibition, PhoP GFP inhibition
21. O=C(NCC1CCCO1)c1c(O)c2ccccc2[nH]c1=O (configuration not stated)
  -2%, 5.7%, 5%, -5%, 6%
22. CN1CCN(CCCCOc2ccc(Br)cc2)CC1
  5%, 2.9%, 17%, 14%, 5%
23. COc1ccc2c3c(c(=O)oc2c1OCC(=O)O)CCCC3
  -1%, 0.8%, 9%, 1%, -17%
24. O=C(CSc1n[nH]c(=O)n1C1CC1)c1c[nH]c2ccccc12
  0%, 1.5%, 3%, -9%, ·
25. CC(=O)N1CCN(c2nc(C)nc3sc4c(c23)CCC(C)C4)CC1 (configuration not stated)
  0%, 6.2%, 4%, -1%, 2%
26. COc1cc(/C=C2/SC(=Nc3ccc(O)cc3)NC2=O)ccc1O
  -5%, 7.4%, 15%, 16%, 1%
27. CCOc1cc(/C=N/NC(=O)c2ccc(CN3CCOCC3)cc2)ccc1OC
  -9%, 2.3%, 8%, -1%, 3%
28. Cc1ccc(N=CC2=C(O)CC(c3cccc(Cl)c3)CC2=O)cc1 (configuration not stated)
  -4%, 0.7%, 10%, -5%, -3%
29. CCc1ccc([C@@H]2CC=C(C(=O)O)[C@H](c3ccc(C)cc3)N2S(=O)(=O)c2ccc(C)cc2)cc1
  2%, i, 62%, -4%, ·
30. Cc1noc(C)c1C(=O)Nc1ccc(C#N)cc1
  -4%, 1.2%, -11%, -6%, -5%
31. CC(C)(CNC(=O)CC1C(=O)NCCN1Cc1cccc(F)c1)N1CCOCC1 (configuration not stated)
  -1%, 0.3%, 0%, 9%, -5%
32. O=C1NC(=O)C(=Cc2ccc(-c3ccc(Cl)cc3)o2)C(=O)N1
  ?, 9.6%, <0.1µM*, 16%, -36%
33. O=C(CSc1ncn[nH]1)NCc1ccc(Cl)cc1
  24%, 0.3%, 5%, -2%, 10%
34. Cc1cc(NC(=O)CCl)on1
  ?, ?, 69%, -4%, 21%
35. C=CCOC(=O)C1C(=O)CC(C)(O)C(C(=O)OCC=C)C1c1ccc(N(C)C)cc1 (configuration not stated)
  1%, 1.1%, 20%, -6%, 0%
36. CC(NC(=O)CCCOc1ccc(Cl)cc1)c1ccccc1 (configuration not stated)
  3%, 0.8%, 78%, 8%, -7%
37. CN(C)c1ccc(C(c2nnnn2CCOC(=O)Nc2ccc(Cl)cc2)N2CCOCC2)cc1 (configuration not stated)
  ·, i, ·, 12%, ·
38. CN(c1ccccc1)S(=O)(=O)c1ccc(C(=O)NCc2ccccc2F)cc1
  4%, 3.4%, 18%, 6%, ·
39. ClCc1nnc(-c2cc3c(s2)CCCC3)o1
  ·, 13%, ·, 4%, ·
40. Cc1cc(=O)oc2cc(OCC(=O)OCC(=O)NC3CC3)ccc12
  -10%, 0.6%, -16%, 7%, -3%

Continuation:
Results follow in this order: M. tuberculosis HTS, inhibitors of VEEV, tuberculosis growth, H1N1 NS1A inhibition, PhoP GFP inhibition
41. O=C(Oc1c(Cl)cc(Cl)c2cccnc12)c1ccco1
  ?, 6.9%, ?, -17%, 15µM*
42. CC(=O)Nc1ccc(S(=O)(=O)NC2=NCN(c3cccc([N+](=O)[O-])c3)CN2)cc1
  -5%, 0.1%, -10%, -2%, -14%
43. CC(=O)N/C(=N\c1nc(C)cc(C)n1)Nc1ccc2ccccc2c1
  -8%, 0.6%, -4%, 0%, -10%
44. Nc1nnc(Cc2ccc(Cl)c(Cl)c2)s1
  -3%, 3.2%, -1%, -8%, -2%
45. Cc1ccccc1NC(=O)N1CCN(C/C=C/c2ccccc2)CC1
  11%, 1.2%, 5%, -21%, 4%
46. COc1cccc(-c2nnc(SCC(=O)Nc3cc(C)on3)o2)c1
  ?, 0.7%, ?, 14%, 2%
47. O=c1cc(-c2ccccc2Cl)oc2c(NS(=O)(=O)c3cc(Cl)cc(Cl)c3O)ccc(O)c12
  7%, 0.7%, 75%, 2%, -11%
48. O=C(CN1C(=O)c2ccccc2S1(=O)=O)Nc1cccc(S(=O)(=O)N2CCCCC2)c1
  38%, i, 49%, -2%, ·
49. CCSc1nc2ccccc2n1Cc1cccc([N+](=O)[O-])c1
  -1%, i, 34%, 14%, -4%
50. COCc1ccc(C(=O)N2CCCC(C(=O)c3cc(F)ccc3F)C2)s1 (configuration not stated)
  1%, 0.4%, 41%, 1%, 6%
51. COc1ccc(-c2c(-c3ccccc3)n(C)c3ccccc23)cc1
  -1%, 4.5%, 8%, -45%, ·
52. Cc1ccccc1-c1cc(=O)c2c(O)cccc2o1
  4%, 7.4%, 4%, -13%, -2%
53. COc1ccccc1N1CCN(C(C)C(=O)Nc2ccc(S(=O)(=O)N3CCOCC3)cc2)CC1 (configuration not stated)
  1%, 1.9%, 2%, -4%, -11%
54. Cc1cccc(C(=O)Oc2ccc(/C=N/O)cc2)c1
  -8%, 0.5%, 13%, -6%, -2%
55. COc1ccc(CCNC(=O)COc2ccc(S(=O)(=O)N3CCOCC3)cc2)cc1OC
  -5%, 0.5%, 8%, 6%, 3%
56. Cn1nnnc1SCc1ccc(C(=O)Nc2nccs2)cc1
  -8%, i, 10%, 1%, -2%
57. Cc1cccc(Cn2cc(/C=C/[N+](=O)[O-])c3ccccc32)c1
  0%, i, 74%, 22%, 2%
58. Cc1cc(=O)oc2cc(NC(=O)C(CCCN=C(N)N)NC(=O)OCc3ccccc3)ccc12 (configuration not stated)
  13%, i, 46%, 7%, -7%
59. COc1ccc(N2CCN(C(CNS(=O)(=O)c3ccccc3)c3ccccc3)CC2)cc1 (configuration not stated)
  7%, 3.6%, 31%, 8%, 2%
60. O=S(=O)(N/N=C/c1ccc2c(c1)OCCO2)c1ccccc1
  -9%, 1.1%, -11%, 5%, -2%

Next structures
Results follow in this order: M. tuberculosis HTS, inhibitors of VEEV, tuberculosis growth, H1N1 NS1A inhibition, PhoP GFP inhibition
61. O=C1CC(c2cccc(F)c2)c2c(c3ccccc3[nH]c2=O)O1 (configuration not stated)
  -9%, i, -14%, 1%, 3%
62. O=C(c1cc(C2CC2)nn1-c1ccccc1)N1CCN(Cc2ccc(Cl)cc2)CC1
  13%, 4.3%, 25%, 15%, ·
63. CN(Cc1cnn(C)c1)Cc1nc(C(c2ccccc2)c2ccccc2)no1
  3%, i, -11%, 7%, 0%
64. CN(C)C(=O)c1ccccc1Sc1cc(Cl)ccc1Cl
  4%, 4.8%, 15%, -2%, 0%
65. O=C(CCNC(=O)N1CCn2c1nc1ccccc12)NCc1ccc(F)cc1
  7%, 1.8%, 13%, -2%, 8%
66. OC(CNCc1ccccc1Cl)C(F)(F)F (configuration not stated)
  2%, 2.2%, 13%, -3%, 2%
67. CCn1c(C)c(C)c2cc(C(=O)NCCN3CCOCC3)ccc21
  5%, 1.9%, 2%, 0%, 14%
68. O=c1c([N+](=O)[O-])c(N2CCCCCC2)c2ccccc2n1-c1ccccc1
  -4%, 0.9%, -11%, 3%, 4%
69. CC1CCc2nc(NC(=O)c3ccc(S(=O)(=O)N4CCCc5ccccc54)cc3)sc2C1 (configuration not stated)
  -9%, 0.1%, 2%, 3%, 4%
70. CCN=c1scc(C)n1/N=C/c1cc(Br)c(O)c(OC)c1
  -3%, 12%, 9%, 15%, 1%
71. CC(C)Cn1c(-c2ccccc2F)n[nH]c1=S
  4%, 4.5%, 5%, -7%, -8%
